CAL PDZ FP-1 – blocks peptide binding to human CAL PDZ domain | Q9HD26 | purified CAL PDZ, TMR-peptide fluorescence polarization, 1 h | inhibition, % at 20 µM | 330,000 compounds, 0.02% hits | AID 504414;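 active means highest replicate inhibition of at least 40%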;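 further: plate controls were DMSO neutral control wells for no effect and unlabeled competitor peptide control wells for full effect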
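Material: tagged CAL PDZ domain; buffer or medium: 25 mM sodium phosphate pH 7.4, 150 mM NaCl, TCEP, IgG, Thesit; compound dosing: single point, 20 µM; schedule: 1 h incubation at room temperature before polarization reading; measured by: FP readout, S and P plane fluorescence; read-out basis: percent inhibition from loss of millipolarization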
DSG3 Ab inh – inhibitors of pemphigus antibody binding to human desmoglein-3; P32926; DSG3-coupled beads, scFv-anti-DSG3-GFP binding, flow cytometry; stronger effect = lower value; binding (percent of control), % at 10 µM; 310,000 compounds, 0.48% hits; AID 588358;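 active means binding more than 3 SD below its plate's average and above zero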; further: some compounds called inactive have numbers as strong as hits
Keap1 Nrf2 FP – Keap1-Nrf2 (human) interaction inhibition; AID 504523; inhibition, % at 9.4 µM; Q14145; 340,000 compounds, 0.15% hits; Keap1 Kelch-Nrf2 peptide fluorescence polarization, 1536-well; in the data active means inhibition above about 12%;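 further: human Keap1 Kelch domain with fluorescein labeled Nrf2 9mer peptide probe; 0% = neutral control wells and 100% = peptide positive control; higher means more block of Keap1 binding to Nrf2 peptide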
Arrestin-AP2 inh – human beta-arrestin and AP2 interaction inhibition | inhibition, % at 10 µM | 340,000 compounds, 0.31% hits | FITC-arrestin peptide / GST-AP2 beads, flow cytometry; AP2 beta2 appendage carries R879A mutation;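 active means inhibition above a set limit, near 3 SD of compounds lacking own fluorescence, cut at about 54% in these data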;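 further: plate controls were DMSO wells for no effect and 5 µM unlabelled arrestin peptide for full effect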
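Assay system: GST-AP2 R879A bound to glutathione beads, E. coli-expressed; Medium: PBS with 0.05% Tween 20 and 0.1% BSA; Also added: fluorescein-tagged arrestin peptide at 50 nM final; Timing: 12 min plus 1 h, RT; Measured by: flow cytometry, FL1 (488/535 nm); Evaluation: percent drop in bead-associated FITC signal.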
RTF Ca sens inh – cardiac RTF calcium desensitization; IANBD-labeled cardiac RTF, Ca2+ fluorescence; inhibition, % at 7.15 µM; 340,000 compounds, 0.12% hits;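 active means inhibition above the mean inhibition of all tested compounds plus 3 SD, cut at about 17% in these data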;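 further: assay run at fixed EC70 calcium of 1.6 mM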
V-ATPase pH – regulators of yeast V-ATPase proton transport; S. cerevisiae, pHLuorin cytosolic pH fluorescence; response, % at 10 µM; 350,000 compounds, 0.37% hits; AID 504577; in the data active means response mostly above about 7.3%, no sharp cut-off; inactive means mostly below about 5.4%; further: actives read high; inactives centre near 0; some compounds called inactive have numbers as strong as hits; reference of the scale not given here
NSD2 HMT inh – blocks human histone methyltransferase NSD2; NSD2 peptide methylation, AlphaScreen, 120 min; O96028; 310,000 compounds, 0.54% hits; inhibition, % at 12.5 µM; in the data active means inhibition above about 50%
CAL PDZ FP-2 – CAL PDZ (human) peptide binding inhibition | Q9HD26 | purified CAL PDZ, TMR-peptide fluorescence polarization, 1 h | inhibition, % at 24.9 µM | 300,000 compounds, 0.92% hits | AID 602252;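 active means mean inhibition of at least 30% with at least half of replicates also reaching 30%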;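 further: 0% = DMSO neutral control and 100% = excess unlabeled competitor peptide PRC23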
DAGLB inh – diacylglycerol lipase beta (human) inhibition; 340,000 compounds, 0.059% hits; inhibition, % at 5.17 µM; HEK293T DAGLB membrane lysate, EnzChek fluorogenic substrate; Q8NCG7; in the data active means inhibition above about 34%;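 further: 0% = enzyme with vehicle and 100% = wells lacking enzyme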
C-LANA FP – KSHV C-LANA DNA binding inhibition; MBP-C-LANA/FAM-LBS DNA binding, fluorescence polarization; inhibition, % at 9 µM; 340,000 compounds, 0.078% hits; AID 504423;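 active means highest replicate inhibition at or above 60% at 9 µM, even if other replicates fall short; inactive means all replicates below 60% inhibition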;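 further: 0% = neutral control wells and 100% = 4 µM acridine orange control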
* = called active by the depositor; / = not tested or not shown. Only part of the results is shown (hit frequency here may not be typical).

SMILES	CAL PDZ FP-1	DSG3 Ab inh	Keap1 Nrf2 FP	Arrestin-AP2 inh	RTF Ca sens inh	V-ATPase pH	NSD2 HMT inh	CAL PDZ FP-2	DAGLB inh	C-LANA FP
CC(=O)N1N=C(c2ccc3nccnc3c2)CC1c1ccccc1 (configuration not stated)	-1.6	104	-1	5	6	-2	-1	1	-1	-1.6
COc1cc(/C=C2/NC(=O)NC2=O)cc(Br)c1OCc1ccccc1	-0.4	100	-3	-13	-4	6	-2	0	0	0.9
O=C(O)C1CCCCC1C(=O)Nc1ccccc1Nc1ccccc1 (configuration not stated)	/	95	-7	-7	5	0	4	3	-1	4.0
O=C(NC1CCN(C(=O)NC2CCCCC2)CC1)c1cccc(F)c1	-1.8	/	-6	3	-3	1	-3	0	-2	-3.0
CCCCCn1c(=S)[nH]c2cc(C(=O)N3CCN(C(=O)OCC)CC3)ccc2c1=O	-2.8	96	4	2	-18	3	-4	-12	2	2.3
O=C(NCC12CC3CC(C1)CC(CNC(=O)N1CCCC1)(C3)C2)N1CCCC1	-1.9	97	-1	21	6	-1	34	-2	0	-3.5
O=C(NCc1cccnc1)c1cccc(S(=O)(=O)Nc2ccc(F)cc2)c1	-0.9	101	/	-7	2	1	1	-1	2	/
CCCCNC(=O)C1CCN(Cc2ccc(OCc3ccccc3)c(OC)c2)CC1	0.0	105	8	15	3	-1	0	-12	3	-0.2
Cc1ccc(C)c(NC(=S)NCc2ccccc2)c1	-0.2	122	-4	9	-8	0	-1	-2	2	-2.1
Cc1c(O)c(CN(C)C)cc2c1oc(=O)c1ccccc12	1.1	97	0	13	1	0	3	-8	0	-1.2
Cc1ccc([N+](=O)[O-])c2c1C(N1CC(C)OC(C)C1)C(C)(C)O2 (configuration not stated)	-3.0	93	-6	/	-4	-1	-16	1	-1	0.1
COC(=O)[C@H](Cc1ccccc1)N1C/C=C\COc2c(Cl)cc(Cl)cc2S1(=O)=O	0.1	100	-5	-7	-10	0	/	3	-4	0.7
Cc1ccc(C2(C)NC(=O)N(CC(=O)Nc3ccc(S(=O)(=O)Nc4nccs4)cc3)C2=O)cc1 (configuration not stated)	-2.2	98	-5	8	0	0	0	-1	1	1.6
COc1ccc(CCN2C(=O)CS/C2=N\NC(=O)c2ccc(C(C)(C)C)cc2)cc1OC	-0.3	103	2	62*	4	5	-2	-4	0	-0.6
Cc1ccc(NC(=O)CCNS(=O)(=O)c2ccc3[nH]c(=O)oc3c2)c(C)c1	-1.9	101	-1	2	-1	0	29	0	-1	0.9
CCOC(=O)C1=C(C)N=C2SC(CC)C(=O)N2C1c1cccc(F)c1 (configuration not stated)	-1.0	100	-2	8	5	-3	2	-2	-4	-0.1
O=CN1CCN(C(=O)c2cc3cc(Cl)ccc3[nH]2)CC1	-0.2	120	-5	-2	-5	1	-6	-9	-1	-0.5
CCC(=O)N/C(=N/c1nc(C)cc(C)n1)Nc1ccc(OC)cc1	-1.4	105	0	-5	-2	2	/	-2	-2	-0.2
O=C(Nc1cc2c(cc1Cl)OCCCO2)c1ccccc1	-4.8	99	3	14	-10	-9	0	-6	-5	-0.9
CC(C)c1nc2ccc(NC(=O)C3CCCCC3)cc2[nH]1	-0.2	101	2	-2	-11	0	/	/	-1	-1.2
O=C(NCCCN1CCCC1=O)[C@H](CSCc1ccccc1)N1Cc2ccccc2C1=O	-0.6	93	-2	-12	-7	-1	-6	-4	2	-0.4
Cc1noc(C)c1C(=O)OCC(=O)Nc1ccccc1SCC#N	-0.8	/	-4	3	-22	2	1	1	-1	-0.7
O=C(CN1C(=O)NC2(CCCCCCC2)C1=O)NCc1ccc(Cl)cc1	-0.6	/	-1	-12	1	2	2	-4	1	0.0
COc1cc(NC(=S)NCC2CCCO2)c(OC)cc1Cl (configuration not stated)	-2.5	102	-2	1	8	4	1	-4	1	2.5
CCc1ccccc1NC(=O)CCS(=O)(=O)c1ccc(Br)cc1	0.7	102	3	-6	-5	-3	0	-6	-1	1.5
CC(C)(C)NS(=O)(=O)c1ccc(Oc2ncc(C(F)(F)F)cc2Cl)cc1	-0.2	103	-4	34	-11	-1	-4	-5	-9	-1.1
CCCCc1ccc(NC(=S)NN2CCOCC2)cc1	-2.3	96	4	49	-5	2	1	-1	-2	-1.9
CCC1CCCCN1CCCNC(=O)c1cn(CC)c2ccc(S(=O)(=O)N(C)C3CCCCC3)cc2c1=O (configuration not stated)	-2.4	100	3	-5	2	3	11	-2	3	-0.2
CCOc1ccc(S(=O)(=O)Nc2ccccc2C(=O)Nc2ccccc2N2CCOCC2)cc1	-2.2	105	1	15	-7	-6	-3	-3	4	0.8
CCCc1cc(C(N)=O)c(NC(C)=O)s1	-0.6	112	-1	4	-2	1	0	/	2	0.0
Cc1sc2ncn(CC(=O)NCCCC(=O)Nc3ccc(C(C)C)cc3)c(=O)c2c1C	-2.2	96	0	-9	-6	0	/	0	1	1.8
CC(C)NC(=O)C1CCN(Cc2cnn(-c3ccccc3)c2-n2cccc2)CC1	/	107	-1	2	1	-1	6	0	2	0.2
Cc1nn(CCCC(=O)NC(C)c2ccccc2)c(=O)c2nn(-c3ccccc3)c(C)c12 (configuration not stated)	-2.3	96	3	14	2	-3	1	-1	-1	0.4
CC(Sc1nnc(-c2ccco2)n1N)C(=O)NCc1ccc2c(c1)OCO2 (configuration not stated)	-0.3	100	4	29	-15	16	29	5	4	-0.1
Cc1ccc(-c2nn(C)c(=O)c3ccccc23)cc1CNC(=O)NC1CCCCC1	-2.3	/	0	-17	-1	-1	1	-2	3	-0.7
COC(=O)c1scc(C)c1NS(=O)(=O)c1ccc(NC(C)=O)cc1	-0.4	107	0	34	4	1	-1	-1	-2	-0.2
Cc1ccc(S(=O)(=O)N2CCC(N3CCC(C)CC3)CC2)cc1	-2.2	/	6	38	-6	0	3	-8	-2	0.8
CCN(CC)c1ccc(S(=O)(=O)N2CCOCC2)cc1NC(=O)CNCc1cccc(Cl)c1	-0.3	98	-2	33	6	3	-2	/	-3	-0.3
O=C(O)c1cc(-c2ccc(/C=C3/SC(=S)N(Cc4ccccc4)C3=O)o2)ccc1Cl	-2.0	96	-32	16	-43	1	46	0	-3	-7.8
COc1ccc(CNC(=O)Nc2ccc(C)cc2)cc1	-1.6	/	-1	5	-3	-2	-1	3	0	-0.4
Cc1ccc(S(=O)(=O)N2CCCCC2)cc1NC(=O)c1ccncc1	-1.6	105	2	5	0	-1	-1	-6	1	0.4
CCN(CC)CCCn1c2c(c(SCC(=O)Nc3nc(C)cs3)nc1=O)CCC2	-0.8	100	/	-25	0	-5	22	11	3	/
O=C(Nc1ccc(N2CCN(C(=O)c3ccccc3)CC2)cc1)c1cccnc1	0.4	126	-3	4	4	8	2	0	0	-0.8
CN1CCN(S(=O)(=O)c2ccc(C(=O)Nc3ccccc3)cc2)CC1	-9.8	95	-2	6	-4	0	3	/	-3	0.2
CCN(C[C@H]1N[C@@](CC)(C(=O)OC)[C@H]2C(=O)N(Cc3ccccc3)C(=O)[C@@H]12)S(=O)(=O)c1ccc(F)cc1	-0.5	90	-1	14	-5	-2	/	-2	-3	-2.5
CCOc1ccc(CCNC(=O)CN2C(=O)NC(CCSC)C2=O)cc1OCC (configuration not stated)	-12	101	-1	-1	4	4	-2	3	-1	-0.1
CCn1cc(C(=O)NCCCN(C)C)c(=O)c2cc(F)c(N3CCN(C)CC3)cc21	-1.7	73	-2	3	-1	-5	25	-2	1	0.3
Cc1ccc(NC(=O)C2CCCC2)cc1Cl	-0.4	112	0	21	-6	3	-2	8	-4	0.7
Cc1ccc(NC(=O)c2cc(-c3cccs3)nc3ccccc23)nc1	-3.0	101	-6	5	2	-1	-2	-2	-7	-0.4
N#CCCNS(=O)(=O)c1ccc(C(=O)OCC(=O)Nc2ccc3c(c2)OCO3)cc1	-1.6	98	1	20	2	-1	0	-5	-1	1.0
CCc1ccc2nc3c(c(C(=O)O)c2c1)CCC3	-0.5	104	-1	3	4	-1	2	/	0	1.2
COC(=O)c1ccccc1OS(=O)(=O)N(C)C	-0.3	91	-3	-1	-21	7	-3	-4	-2	-0.6
COC(=O)c1cc2occc2n1Cc1cccc(C)c1	-3.1	95	-6	2	-64	-3	3	-2	-5	-0.7
C=CCNC(=S)NNC(=O)c1cc(O)ccc1O	-0.9	104	-1	4	/	-2	-1	5	/	0.4
O=C(Cn1cnc2ccccc21)N/N=C/c1cccnc1	-1.1	100	-2	-4	0	0	3	3	0	-0.9
CCOC(=O)C1=C(N)OC2=C(C(=O)CCC2)C1c1cccs1 (configuration not stated)	-2.0	94	-2	-8	3	2	0	-1	-2	0.4
O=C(Nc1cccc([N+](=O)[O-])c1)c1ccc2ccccc2c1O	1.3	97	3	38	-7	0	0	-2	-2	-1.8
N#Cc1cnc(SCC(=O)c2ccccc2)nc1N	-0.9	/	0	20	6	-2	10	/	-1	-0.1
COc1ccc(C2CC(c3ccccc3)=NN2C(=O)COC(=O)c2cc(S(=O)(=O)N3CCOCC3)ccc2F)cc1 (configuration not stated)	-0.5	102	-4	0	-2	-1	0	-4	-4	-1.6
COc1ccc(N)cc1NC(=O)CN1CCOCC1	/	98	/	/	/	0	2	/	-1	/
(listing goes on)
SMILES	CAL PDZ FP-1	DSG3 Ab inh	Keap1 Nrf2 FP	Arrestin-AP2 inh	RTF Ca sens inh	V-ATPase pH	NSD2 HMT inh	CAL PDZ FP-2	DAGLB inh	C-LANA FP
Cn1c(N2CCOCC2)nc2c1c(=O)n(Cc1ccc(Cl)cc1)c(=O)n2C	-1.2	/	-4	-3	-10	5	6	-1	2	0.6
CCN[C@H]1CN(CCCOC)S(=O)(=O)c2sc(S(N)(=O)=O)cc21	0.3	123	-3	-4	9	0	/	-2	-1	1.5
CCN(CC)CCN1C(=O)C2C(C(=O)Nc3cccc(SC)c3)C3C=CC2(O3)C1C(=O)NC1CCCC(C)C1C (configuration not stated)	-0.7	/	0	16	10	-2	2	2	-2	-1.1
COc1ccccc1CCNC(=O)c1ccc(C)o1	-0.5	/	-1	19	-23	-1	2	-2	-4	-0.4
COc1ccccc1-c1cc2nc(C)c(CCC(=O)NCc3ccco3)c(C)n2n1	-1.3	103	-11	3	-6	-4	/	/	2	1.0
Cc1ccc(COC(=O)c2nn(-c3ccccc3)nc2N)cc1	-5.0	120	-6	-15	-1	-5	-5	-2	-17	0.8

Compounds listed so far that contain bromine (two):
SMILES	CAL PDZ FP-1	DSG3 Ab inh	Keap1 Nrf2 FP	Arrestin-AP2 inh	RTF Ca sens inh	V-ATPase pH	NSD2 HMT inh	CAL PDZ FP-2	DAGLB inh	C-LANA FP
COc1cc(/C=C2/NC(=O)NC2=O)cc(Br)c1OCc1ccccc1	-0.4	100	-3	-13	-4	6	-2	0	0	0.9
CCc1ccccc1NC(=O)CCS(=O)(=O)c1ccc(Br)cc1	0.7	102	3	-6	-5	-3	0	-6	-1	1.5
